Assay outcomes from PubChem BioAssay.
HepG2 tox = qHTS for Inhibitors of TGF-b: Cytotox Counterscreen. hit rate 0.76% among 410,000. Potency, µM (top dose mostly 46.1 µM), for the others: top-dose activity change, negative = cytotoxicity, most hits filed as cytotoxic. HepG2 CAGA-GFP viability, ATP luminescence, 18 h; further: potency means the concentration at half of the fitted maximal effect; some results filed as inactive show a strong effect at the top dose
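CellTiter-Glo luminescence gave cytotoxicity after 18 hours at 37 degrees C. The cells were HepG2 CAGA-GFP in 1% FBS DMEM, stimulated with 500 pg/mL TGF-beta after compound addition. %Activity was normalised to no-cell wells (complete cell-killing) and DMSO (no toxicity), and curves were fitted and classified.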
IL-1B inflam inh = qHTS for Inhibitors of Inflammasome Signaling: IL-1-beta AlphaLISA Primary Screen | THP-1 LPS/ATP IL-1B secretion, AlphaLISA, 16 h; active compounds read low | hit rate 4.7% among 360,000 | activity change, % at 57.5 µM | AID 743279, 2014; in the data active means activity change below about -50%; inconclusive means mostly about -30% to -49%; further: on the % scale 0 is the no-effect control and ±100 the full control effect
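Secreted IL-1B measured by AlphaLISA bead assay after 16 h compound exposure of THP-1 cells; compounds (final up to 57.5 uM) added 1 h before LPS (250 ng/mL) and ATP (1.25 mM) stimulation; lower signal means less secretion.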
HT1080 IDH1KD tx = qHTS for induction of synthetic lethality in tumor cells producing 2HG: qHTS for the HT-1080-IDH1KD cell line | hit rate 2% among 360,000 | HT-1080 IDH1 knockdown viability, ATP luminescence, 48 h | AID 686971, 2013 | Potency, µM (doses to about 46.1 µM), for the others: at the top dose activity, negative = toxicity, usual class: cytotoxic;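 further: potency means the concentration at half of the fitted maximal effect; 0% = DMSO wells and -100% = cell-free medium wells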
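Luminescent ATP read-out (CellTiter-Glo, 10 min at room temperature) after 48 h compound exposure at 37 °C gave viability of IDH1-knockdown HT-1080 cells. Activity was normalised to DMSO and cell-free wells, then fitted as concentration-response curves.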
ATXN2 expr inh = Primary qHTS for Inhibitors of ATXN expression; hit rate 0.72% among 360,000; Potency, µM (series often up to 57 µM), inactives show at the highest dose activity change, negative = inhibition, usual class: inhibitors; HEK-293 ATXN2-luciferase reporter, luminescence, 24 h; further: potency means the concentration at half of the fitted maximal effect; on the % scale 0 is the no-effect control and ±100 the full control effect; nearly all actives have a fitted effect of over 55% in size
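qHTS (up to 57 uM final) was run with 24 h compound exposure of reporter cells at 37 °C. Each well was multiplexed: SteadyGlo luminescence measured ATXN2-luciferase expression after a fluorogenic Gly-Phe-AFC viability readout (25 uM final).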
SW480 rereplic = A quantitative high throughput screen for small molecules that induce DNA re-replication in SW480 colon adenocarcinoma cells | Potency, µM (doses to about 46.1 µM), for inactives: at the top dose re-replication activation, actives largely listed as activators | hit rate 1.8% among 340,000 | SW480 DNA re-replication, Hoechst DNA content imaging, 48 h | AID 624297, 2012; further: potency means the concentration at half of the fitted maximal effect; % of control where 0% means no effect; nearly all actives have a fitted effect of over 55% in size
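Compounds, transferred as 23 nL by pin tool, were incubated with cells for 48 hr; DNA content per nucleus was then quantified by Hoechst staining and fluorescence plate imaging.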
MCF10A rereplic = A quantitative high throughput screen for small molecules that induce DNA re-replication in MCF 10a normal breast cells. MCF 10A DNA re-replication, Hoechst nuclear intensity, 48 h. Potency, µM (top dose mostly 46.1 µM), for the others: top-dose activity, positive = re-replication, most hits filed as activators. hit rate 2.9% among 350,000. AID 624296, 2012; further: potency means the concentration at half of the fitted maximal effect; % of control where 0% means no effect; nearly all actives have a fitted effect of over 50% in size
KB-3-1 tox = qHTS assay for MDR1-selective chemotherapeutics: Primary screen using the parental adenocarcinoma cell KB-3-1; hit rate 1.4% among 400,000; Potency, µM (series often up to 46.1 µM), without a hit: at the top dose activity change, negative = cytotoxic, actives largely listed as cytotoxic; AID 1347075, 2019; KB-3-1 viability, CellTiter-Glo ATP luminescence, 72 h; further: potency means the concentration at half of the fitted maximal effect; on the % scale 0 is the no-effect control and ±100 the full control effect; nearly all actives have a fitted effect of over 60% in size
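Multi-concentration cytotoxicity screen in KB-3-1 cells grown in DMEM lacking phenol red with 10% FBS. After 72 h at 37 °C with compound, ATP-dependent luminescence was recorded.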
ATXN viability = Viability Counterscreen for Primary qHTS for Inhibitors of ATXN expression; hit rate 0.49% among 400,000; S2 cells (HEK-293 line with an ATXN2-luciferase reporter) viability, CellTiter-Fluor protease fluorescence, 24 h; Potency, µM (titrated, usually from 56.7 µM), hits mostly cytotoxic; AID 651635, 2014; further: potency means the concentration at half of the fitted maximal effect; nearly all actives have a fitted effect of over 40% in size
HT1080-NT tox = qHTS for induction of synthetic lethality in tumor cells producing 2HG: qHTS for the HT-1080-NT fibrosarcoma cell line; HT-1080-NT fibrosarcoma viability, CellTiter-Glo ATP luminescence, 48 h; Potency, µM (doses to about 46.1 µM), without a hit: at the highest dose activity, negative = less viability, usual class: cytotoxic; hit rate 1.6% among 360,000; AID 686970, 2013;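 further: NT is the 2HG producing partner of a matched IDH1 knockdown line; potency means the concentration at half of the fitted maximal effect; 0% = DMSO-treated cells and -100% = media-only wells without cells; nearly all actives have a fitted effect of over 55% in size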
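HT-1080-NT fibrosarcoma cells (2HG-overproducing), 750 cells/well in RPMI with 5% FBS, dosed after 2 h and incubated 48 h at 37C. CellTiter-Glo luminescence normalized to DMSO and no-cell wells; concentration-response curves fitted and classed.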
Active calls of the source: *; i = inactive; ? = inconclusive; · = no result given; & = joins results of further samples; [ ] = remark or other dose. Unless noted, the call rests on the fitted dose curve; in most records, active means well fitted curve in the direction sought with a large enough effect; inconclusive means small, poorly fitted or top-dose-only effect, or another doubt; inactive means no such curve, though single readings can be large; an effect the other way counts as inactive or inconclusive.

no.	mol	HepG2 tox	IL-1B inflam inh	HT1080 IDH1KD tx	ATXN2 expr inh	SW480 rereplic
1	Cc1ccc(NC(=O)C2CCCN2C(=O)NC2CCCCC2)cc1F (configuration not stated)	-2%	22	-3%	0%	-22%
2	COc1ccc2[nH]c(=O)c(CN(C3CCCCC3)C(c3nnnn3Cc3ccco3)C(C)C)cc2c1 (configuration not stated)	3%	-93*	-24%	-28%	13%
3	COC(=O)c1ccc2cc(F)cc(C)c2n1	2%	-6	17%	8%	·
4	O=C(CCS(=O)(=O)c1cccc2nsnc12)N1CC(=O)N(CCc2ccccc2)C(=O)C1	-8%	43	1%	-10%	-6%
5	O=C(c1ccccc1Cc1ccccc1)N1CCN(S(=O)(=O)c2ccccc2Br)CC1	0%	-61*	2%	2%	1%
6	CCOC(=O)[C@]12CCC=C1N(Cc1cccc3ccccc13)C(=O)[C@H](CC(=O)N1CCOCC1)C2	·	-17	-29%	?	·
7	CCOc1ccc(N(CCC#N)S(=O)(=O)c2ccc(OC)cc2)cc1	-11%	22	?	-22%	?
8	COc1ccc2nc(C3CCCCC3)c3c(c2c1)CCC3	4%	16	6%	4%	-4%
9	CCOc1ccc(C(=O)CCC(=O)NN2CCCCC2)cc1	-7%	4	14%	·	·
10	CCCCCC1CC(=O)NC1(C(=O)OCC)C(=O)OCC (configuration not stated)	-8%	-64*	3%	2%	-3%
11	Cc1nccn1-c1c2c(c(C#N)c3nc4ccccc4n13)CCCC2	15%	24	0%	-6%	4%
12	CC(C)CC(=O)N1CCC(O)(CS(=O)(=O)Cc2ccccc2Cl)CC1	-19%	-2	-7%	6%	-1%
13	Cc1ccc(NCC(=O)N/N=C\c2ccc[nH]2)cc1	-37%	16	-12%	14%	-4%
14	O=C(CSc1n[nH]c(=O)n1C1CC1)Nc1ccc(Cl)cc1Cl	-3%	40	-3%	1%	-16%
15	CN(C)S(=O)(=O)Nc1ccccc1C(N)=O	-8%	-5	-1%	5%	-4%

no.	MCF10A rereplic	KB-3-1 tox	ATXN viability	HT1080-NT tox
1	-22%	-4%	i	-7%
2	?	?	?	-16%
3	·	0%	i	?
4	3%	14%	i	1%
5	?	0%	i	3%
6	·	0%	?	-28%
7	?	?	i	?
8	12%	18%	i	7%
9	·	1%	i	13%
10	-1%	-20%	i	-1%
11	2%	-1%	i	26%
12	1%	8%	i	-1%
13	1%	?	i	-1%
14	7%	-5%	i	-15%[9.24 µM]
15	7%	-3%	i	-1%

no.	mol	HepG2 tox	IL-1B inflam inh	HT1080 IDH1KD tx	ATXN2 expr inh	SW480 rereplic
16	CC(C)c1nc(SCC(=O)N2CCCCCC2)c2c(=O)n(C)c(=O)n(C)c2n1	-1%	-1	9%	-31%	3%
17	O=C(Nc1cc2c(cc1Br)OCCO2)c1cccnc1	6%	?	19%	3%	2%
18	Cc1ccc(C(CC(=O)N2CCCC2)c2ccccc2)c(O)c1C (configuration not stated)	33%	-4	1%	-11%	0%
19	CCOC(=O)C1CCN(C(=O)/C=C/c2ccc3c(c2)OCO3)CC1	-22%	8	2%	15%	-3%
20	O=C(COC(=O)COc1ccc(Cl)cc1)Nc1ccc(N2CCOCC2)cc1	11%	-4	14%	8%	-4%
21	CCOc1ccc(NS(=O)(=O)c2ccc3c(c2)CCN3C(C)=O)cc1	-18%&-2%	-15	-2%	-23%&-1%	-3%
22	CCN(CC)S(=O)(=O)c1ccc(/C=C/C(=O)Nc2c(C)n(C)n(-c3ccccc3)c2=O)cc1	-10%	74	-7%	-21%	0%
23	COc1ccc2cc(CN(CC3CCCO3)C(=S)NCc3ccco3)c(=O)[nH]c2c1 (configuration not stated)	4%	-2	-11%	-20%	4%
24	CCc1ccccc1NC(=O)COc1cccc(-n2cnnn2)c1	-3%	-3	-2%	-18%	1%
25	Cc1ccc(C)c(NC(=S)N/N=C2/CCCCc3ccccc32)c1	-3%	-13	?	-1%	1%
26	CCN1CCN(c2ccc(S(=O)(=O)N3CCCCC3)cc2NC(=O)Cc2ccccc2)CC1	-54%	-12	0%	-5%	-2%
27	O=C(CSc1nnc(-c2cccnc2)n1Cc1ccco1)Nc1cccc(O)c1	7%	16	-1%	-12%	-5%
28	CC1CCN(c2ccc(NC(=S)NC(=O)c3ccc(-c4cccc([N+](=O)[O-])c4)o3)cc2)CC1	-26%	-15	6.3µM*	-21%	?
29	CC(C)C(=O)Nc1cccc(-c2cn3ccccc3n2)c1	-8%	0	17%	1%	0%
30	O=C(NCCN1CCOCC1)/C(=C\c1ccc(Br)cc1)NC(=O)c1cccs1	-7%	17	2%	20%	-1%

no.	MCF10A rereplic	KB-3-1 tox	ATXN viability	HT1080-NT tox
16	6%	0%	?	8%
17	-36%[inhibitor]	1%	i	21%
18	0%	4%	i	-7%
19	?	8%	i	-14%
20	-2%	-2%	i	23%
21	-5%	-12%&-12%	i	17%
22	-3%	-6%	i	-6%
23	-7%	5%	i	-9%
24	-1%	-13%	i	5%
25	?	?	i	-21%
26	3%	13%	i	1%
27	-2%	13%	i	7%
28	19%	-3%	i	?
29	-5%	17%	i	16%
30	0%	1%	i	3%

no.	mol	HepG2 tox	IL-1B inflam inh	HT1080 IDH1KD tx	ATXN2 expr inh	SW480 rereplic
31	CC(=O)NC(c1ccc(F)cc1)c1cccnc1 (configuration not stated)	-16%	17	-5%	-5%	-1%
32	CCC(C)(C(=O)NC1CCCCC1)N(Cc1ccco1)C(=O)CC1NC(=O)NC1=O (configuration not stated)	4%	-11	8%	1%	0%
33	Cc1cccc(NC(=O)Nc2ccc(S(=O)(=O)Nc3onc(C)c3C)cc2)c1	8%	-11	1%	·	4%
34	O=[N+]([O-])c1c(Nc2ccc(O)cc2)cc(Cl)c2nonc12	5µM*	-101*	5.8µM*	·	-16%
35	COc1cc(/C=C/CN2CCN(Cc3ccc(C)o3)C(CCO)C2)ccc1O (configuration not stated)	-15%	-6	-13%	-12%	-5%
36	O=C(NCc1ccccc1)Nc1cc(Cl)ccc1Cl	-17%	-1	-3%	-10%	-5%
37	COc1ccc(Cc2noc(CN3CCCC(C(=O)c4cccs4)C3)n2)cc1OC (configuration not stated)	9%	0	-16%	-11%	31%
38	COc1ccc(-n2nc(C(=O)NCC(=O)Nc3ccccn3)c3ccccc3c2=O)cc1Cl	-1%	16	10%	?	10%
39	CC1(C(=O)NCc2ccc3c(c2)OCO3)CCN1Cc1csc2ccccc12 (configuration not stated)	-34%	-15	-11%	?	·
40	CCSc1oc(-c2ccco2)nc1S(=O)(=O)c1ccc(C)cc1	-28%	-12	-15%	-2%	-5%
41	O=C(Cc1ccccc1)Nc1ccccc1Oc1ccccc1	-6%	-10	-2%	4%	0%
42	O=S(=O)(c1cccc2nsnc12)N1CCCCC1	-7%	6	-2%	·	29%
43	O=C(Oc1ccccc1-c1nnco1)c1ccc(Cl)cc1	-2%	24	-10%	10%	-3%
44	O=C1C=CC(=Nc2ccc3c(c2)C(=O)c2ccccc2-3)O1	2%	-2	4%	-2%	-3%
45	Cc1cc(C)cc(NC(=O)CCN2CCOCC2)c1	2%	13	4%	·	-1%

no.	MCF10A rereplic	KB-3-1 tox	ATXN viability	HT1080-NT tox
31	0%	-3%	i	-1%
32	4%	-10%	i	15%
33	4%	1%	?	5%
34	-8%	-15%	·	9.2µM*
35	0%	17%	i	-3%
36	20%	1%	i	-3%
37	-9%	3%	i	-4%
38	17%	5%	?	11%
39	·	0%	i	-8%
40	8%	-22%	i	-10%
41	?	0%	i	-3%
42	17%	-1%	i	-4%
43	-1%	-5%	i	-4%
44	7%	-3%	i	3%
45	-12%	2%	i	10%

no.	mol	HepG2 tox	IL-1B inflam inh	HT1080 IDH1KD tx	ATXN2 expr inh	SW480 rereplic
46	COc1ccc(OC)c(CNc2ncc(-c3ccc(Cl)cc3)n2C)c1	-15%	·	·	-2%	·
47	Cc1ccc(CN2CCN(Cc3cn(C)nc3C)CC2CCO)o1 (configuration not stated)	1%	6	2%	·	-7%
48	COc1ccccc1S(=O)(=O)Nc1ccc2cn[nH]c2c1	-32%	25	-9%	-13%	-5%
49	COc1ccc(Nc2nc(-c3cccs3)cs2)c(OC)c1	-26%	-21	-4%	·	-14%
50	C[C@H]1CN([C@@H](C)CO)C(=O)CCCn2nncc2CO[C@@H]1CN(C)C(=O)c1ccccc1	-5%	17	4%	14%	·

no.	MCF10A rereplic	KB-3-1 tox	ATXN viability	HT1080-NT tox
46	·	17%	i	·
47	-1%	2%	i	11%
48	-7%	-1%	i	-2%
49	16%	-9%	·	-4%
50	·	17%	i	3%

Part of the list above, as labelled records:
19) CCOC(=O)C1CCN(C(=O)/C=C/c2ccc3c(c2)OCO3)CC1
  HepG2 tox: -22%	IL-1B inflam inh: 8	HT1080 IDH1KD tx: 2%	ATXN2 expr inh: 15%	SW480 rereplic: -3%	MCF10A rereplic: ?	KB-3-1 tox: 8%	ATXN viability: i	HT1080-NT tox: -14%

20) O=C(COC(=O)COc1ccc(Cl)cc1)Nc1ccc(N2CCOCC2)cc1
  HepG2 tox: 11%	IL-1B inflam inh: -4	HT1080 IDH1KD tx: 14%	ATXN2 expr inh: 8%	SW480 rereplic: -4%	MCF10A rereplic: -2%	KB-3-1 tox: -2%	ATXN viability: i	HT1080-NT tox: 23%
